Source: PubChem BioAssay (National Center for Advancing Translational Sciences (NCATS))
PTAP TSG101 blk – qHTS Assay for Iinhibitors of HIV-1 Budding by Blocking the Interaction of PTAP/TSG101; Fluorescence polarization, FITC-PTAP peptide / Tsg101 binding; Potency, µM (titrated, usually from 115 µM), for the others: at the top dose activity change, negative = inhibition, hits mostly inhibitors; 340,000 tested, under 10 active; active = well fitted inhibition curve with a large enough effect in the main read-out, with a control signal flat, not every such curve was filed as active; inconclusive = small, poorly fitted or top-dose-only effect, or effect the other way, or a change in a side signal; inactive = no such curve, though single readings can be large or run the other way; note: potency is the fitted concentration of half-maximal effect; % of control where 0% means no effect
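Fluorescence anisotropy tracks displacement of a FITC-tagged PTAP peptide (50 nM) from the Tsg101 binding domain (10 uM), following a 20 min room-temperature incubation at pH 7.5.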
Chronic BCR inh – qHTS Assay to Find Inhibitors of Chronic Active B-Cell Receptor Signaling. AID 493014, 2011. ABC-DLBCL IkBa-CBG/CBR reporter, luminescence ratio, 4 h. 0.05% of 340,000 active. Potency, µM (top dose mostly 46.1 µM), inactives show at the top dose ratio change, negative = lower green/red ratio, usual class: inhibitors; active = well fitted inhibition curve with a large enough effect in the signal ratio, with a control signal flat, not every such curve was filed as active; inconclusive = small, poorly fitted or top-dose-only effect, or effect the other way, or a change in a side signal; the % refers to the signal ratio;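 note: potency is the fitted concentration of half-maximal effect; plate controls were basal doxycycline-induced cells for no effect and cells given 10 µM MG132 for full effect; MG132 reads +100%, hits lower the ratio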
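Cell line TMD8 (human ABC DLBCL), stably expressing tet-inducible CBG68-IkBa fusion and CBR; IMDM/0.5% FBS; cpd up to 46 uM; dox induction, 4 h, 37C/5% CO2; dual luminescence; green/red ratio; MG132 control.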
Tb PFK inh – qHTS Assay to Find Inhibitors of T. brucei phosphofructokinase. Potency, µM (highest dose often 57.5 µM), inactives show top-dose activity, negative = inhibition, hits mostly inhibitors. T. brucei PFK, ADP-Glo luminescence. 0.17% of 330,000 active. ATP-dependent 6-phosphofructokinase (Trypanosoma brucei brucei), O15648;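 note: potency is the fitted concentration of half-maximal effect; 0% = uninhibited 1x PFK enzyme wells and -100% = no-enzyme wells; nearly all actives have a fitted effect of over 60% in size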
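Compounds were pin-transferred as a titration series up to 57 uM into substrate buffer (0.5 mM F6P, 0.1 mM ATP, pH 8.0), then 1.25 nM PFK was added and reactions ran 45 min before ADP-Glo detection.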
ELG1 DNA repair – qHTS screen for small molecules that inhibit ELG1-dependent DNA repair in human embryonic kidney (HEK293T) cells expressing luciferase-tagged ELG1 | HEK293T ELG1-luciferase reporter, luminescence, 16 h; DNA damage induced by 5-fluorouridine | Potency, µM (highest dose often 46.1 µM), inactives show top-dose activity change, negative = inhibition, actives largely listed as inhibitors | 2.3% of 330,000 active | AID 504467, 2011; note: potency is the fitted concentration of half-maximal effect; % is set by controls: 0 for no effect and ±100 for the full control effect; nearly all actives have a fitted effect of over 55% in size
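In this reporter screen, reduction of luminescence relative to DMSO vehicle indicated activity. Compounds and 5-fluorouridine were added together to 2,000 cells per well, incubated for 16 hr at 37 °C, then developed with ONE-Glo.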
Eya2 phos inh – qHTS Assay for Inhibitors of the Phosphatase Activity of Eya2 | Protein phosphatase EYA2 (Homo sapiens), O00167 | recombinant Eya2, OMFP fluorescence dephosphorylation (OMFP is methylfluorescein phosphate) | Potency, µM (titrated, usually from 76.9 µM), for inactives: top-dose activity, negative = inhibition, usual class: inhibitors | 0.006% of 330,000 active | AID 488837, 2010; note: potency is the fitted concentration of half-maximal effect; % is set by controls: 0 for no effect and ±100 for the full control effect
Target sequence (O00167 whole entry, looked up): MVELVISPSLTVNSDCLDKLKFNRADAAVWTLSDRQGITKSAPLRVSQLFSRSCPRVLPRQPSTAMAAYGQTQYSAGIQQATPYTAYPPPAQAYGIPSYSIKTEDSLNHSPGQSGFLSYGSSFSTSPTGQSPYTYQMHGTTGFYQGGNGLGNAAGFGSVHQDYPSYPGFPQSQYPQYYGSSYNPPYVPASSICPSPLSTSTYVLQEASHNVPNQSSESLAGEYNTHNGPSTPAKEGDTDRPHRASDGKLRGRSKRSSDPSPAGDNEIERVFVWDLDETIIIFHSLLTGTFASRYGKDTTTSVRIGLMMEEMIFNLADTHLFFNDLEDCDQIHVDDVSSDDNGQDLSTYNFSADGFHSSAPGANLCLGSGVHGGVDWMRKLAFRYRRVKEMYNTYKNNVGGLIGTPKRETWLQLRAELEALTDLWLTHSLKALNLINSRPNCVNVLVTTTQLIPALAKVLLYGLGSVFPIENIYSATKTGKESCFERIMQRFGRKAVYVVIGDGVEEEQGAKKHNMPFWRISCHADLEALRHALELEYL
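Eya2 protein (added as 0.2 uM solution) was preincubated with compound for 10 min at ambient temperature in 50 mM HEPES pH 7.5, 50 mM NaCl, 5 uM MgCl2, 0.05% BSA, 1 mM DTT. OMFP (added at 50 uM) then reacted 10 min; fluorescence read at 485/525 nm.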
TCR activator – Activators of T cell receptors: qHTS campaign | primary human leukocytes, anti-CD3, IL-2 HTRF, 48 h | Potency, µM (doses to about 9.22 µM), without a hit: at the top dose activation of IL-2 secretion, usual class: activators | 330,000 tested, under 10 active | AID 504894, 2011; note: % of control where 0% means no effect
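Readout: HTRF IL-2, Eu-cryptate/d2 antibody pair, 320nm excitation, 665nm emission. Stimulus: a-CD3 beads, no co-stimulation. Cells: primary human leukocytes. Exposure: 48 hr with compound.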
TSHR antagonist – Antagonists of the Thyroid Stimulating Hormone Receptor: HTS campaign; Thyrotropin receptor (Homo sapiens), P16473; TSHR-expressing cells, TSH-stimulated cAMP HTRF, 2 h; stronger effect = lower value; activity change, negative = inhibition, % at 11.5 µM; 0.2% of 330,000 active; AID 504810, 2011;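 active = activity change below a set negative limit, meaning inhibition stronger than a set level, cut at about -70% in these data; inconclusive = activity change between two set negative limits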; note: % is set by controls: 0 for no effect and ±100 for the full control effect
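TSHR-expressing cells were treated with compounds, then stimulated with TSH at EC80 (4nM final) for 2 hours at 37 deg C. Cellular cAMP was measured by HTRF competition between lysate cAMP and cAMP-d2 for a cryptate-labelled anti-cAMP antibody.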
uPA generation – qHTS for Inhibitors of Cell Surface uPA Generation; cell surface uPA generation assay, qHTS; 0.31% of 330,000 active; Potency, µM (highest dose often 38.3 µM), without a hit: at the highest dose activity change, negative = inhibition, hits mostly inhibitors; active = well fitted inhibition curve with a large enough effect; inconclusive = small, poorly fitted or top-dose-only effect; inactive = no such curve, though single readings can be large or run the other way; tested in mouse RAW 264.7 cells; note: potency is the fitted concentration of half-maximal effect; % is set by controls: 0 for no effect and ±100 for the full control effect; nearly all actives have a fitted effect of over 55% in size
USP2a block – qHTS Assay for Inhibitors of Ubiquitin-specific Protease USP2a Using CHOP2 as the Reporter | Potency, µM (series often up to 38.3 µM), for inactives: top-dose activity change, negative = inhibition, hits mostly inhibitors | USP2 core, Ub-CHOP2 coupled fluorogenic reporter, 485/531 | 0.01% of 330,000 active;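 note: potency is the fitted concentration of half-maximal effect; plate controls were DMSO wells for no effect and full inhibition by NEM control for full effect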
Target sequence (O75604 whole entry, looked up): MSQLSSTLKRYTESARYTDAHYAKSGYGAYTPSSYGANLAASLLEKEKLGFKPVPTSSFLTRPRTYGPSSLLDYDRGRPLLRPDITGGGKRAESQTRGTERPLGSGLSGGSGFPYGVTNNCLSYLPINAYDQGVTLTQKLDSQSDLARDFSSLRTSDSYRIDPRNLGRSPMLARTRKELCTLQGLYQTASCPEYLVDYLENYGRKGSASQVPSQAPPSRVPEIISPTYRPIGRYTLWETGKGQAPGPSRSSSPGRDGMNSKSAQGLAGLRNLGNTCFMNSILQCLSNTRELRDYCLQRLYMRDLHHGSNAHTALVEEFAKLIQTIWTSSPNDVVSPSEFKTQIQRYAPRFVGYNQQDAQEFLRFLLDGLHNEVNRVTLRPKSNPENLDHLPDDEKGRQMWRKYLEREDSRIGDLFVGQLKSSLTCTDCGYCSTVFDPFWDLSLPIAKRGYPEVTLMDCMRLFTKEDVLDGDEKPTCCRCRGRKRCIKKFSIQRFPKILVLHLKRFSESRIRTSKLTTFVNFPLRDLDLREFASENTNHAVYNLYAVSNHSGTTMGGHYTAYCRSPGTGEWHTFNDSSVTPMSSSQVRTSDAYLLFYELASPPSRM
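USP2 core (10nM final) preincubated 30min RT with compound in 20mM Tris-HCl pH 8.0, 2mM CaCl2, 2mM beta-mercaptoethanol, 0.05% CHAPS; 25nM Ub-CHOP2 plus 25nM reporter substrate added, fluorescence (Ex485/Em531) read after 60min.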
Mito fusion yeast – qHTS Assay for Small Molecule Inhibitors of Mitochondrial Division or Activators of Mitochondrial Fusion; S. cerevisiae fusion-defective mutant growth rescue, CellTiterGlo 48 h; Potency, µM (series often up to 46.1 µM), for inactives: top-dose growth rescue (activation), most hits filed as activators; 0.23% of 320,000 active; AID 485298, 2010;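 note: potency is the fitted concentration of half-maximal effect; % of control where 0% means no effect; nearly all actives have a fitted effect of over 45% in size; temperature-sensitive fusion mutants such as fzo1-1 at 37 °C on non-fermentable ethanol glycerol medium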
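S. cerevisiae fusion-defective temperature-sensitive mutants (e.g. fzo1-1, mgm1-5) grown 48 h at 37C in YPEG (ethanol/glycerol non-fermentable) medium with 23 nl compound per well; growth rescue read as CellTiterGlo luminescence.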
B2AR arrestin – qHTS assay of beta-arrestin-biased ligands of beta2-adrenergic receptor. Potency, µM (highest dose often 46.1 µM), for the others: at the highest dose activation, usual class: activators. 0.02% of 330,000 active. beta-arrestin recruitment to beta2AR, cell-based reporter;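 note: potency is the fitted concentration of half-maximal effect; 0% = DMSO controls and full agonism = EC100 isoproterenol or metaproterenol; nearly all actives have a fitted effect of over 65% in size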
Numbers without * were called inactive; ? = inconclusive; / = not tested or not shown; [ ] = dose if it differs, or a comment. Unless noted, calls come from the whole dose curve; as a rule, active = well fitted curve in the direction sought with a large enough effect; inconclusive = small, poorly fitted or top-dose-only effect, or another doubt; inactive = no such curve, though single readings can be large; an effect the other way counts as inactive or inconclusive.

SMILES	PTAP TSG101 blk	Chronic BCR inh	Tb PFK inh	ELG1 DNA repair	Eya2 phos inh	TCR activator	TSHR antagonist	uPA generation	USP2a block	Mito fusion yeast	B2AR arrestin
CC(C)CCNC(=O)C1CCN(S(=O)(=O)c2ccc3c(c2)CC(C)N3C(=O)C2CCC2)CC1 (configuration not stated)	-1%	1%	2%	?	0%	-2%	6	-5%	3%	-2%	-0.1%
Cc1ccc(C(=O)Nc2cccc(C(F)(F)F)c2)cc1NC(=O)c1csc(-c2ccncc2)n1	/	-3%	6%	?	1%	0%	0	16%	5%	-27%	-0.2%
Cc1cccc(N=C2NN=C(c3ccc4c(c3)OCCO4)CS2)c1	-12%	?	0%	?	9%	6%	7	/	3%	-4%	1.0%
O=C(NCCc1ccc(Cl)cc1)Nc1ccc(Cl)cc1	-2%	11%	-2%	?	-7%	2%	-8	12%	1%	0%	-0.4%
COc1cc(-c2c(C#N)c(N)nc3c2CCCC3)ccc1O	-2%	1%	-1%	-40%	-30%	-5%	-9	3%	1%	20%	-0.8%
CCNC(=O)c1sc(=S)n(CC)c1N	-3%	-10%	-4%	13%	-6%	1%	2	0%	-13%	0%	6.9%
Cc1cc(SCC(=O)OCC(=O)N(C)C2CCS(=O)(=O)C2)c(C)cc1Br (configuration not stated)	-1%	-5%	-1%	8%	-19%	5%	5	1%	0%	-3%	0.4%
CCOC(=S)N/C(=N\S(=O)(=O)c1ccccc1)c1ccccc1	-3%	?	0%	-1%	-12%	-2%[46.1 µM]	-8	4%	1%	-1%	-1.3%
CCOC(=O)c1ccc(N2C(=O)C(O)=C(C(C)=O)C2c2ccccc2)cc1 (configuration not stated)	0%	2%	-3%	-3%	1%	-2%[46.1 µM]	9	2%	0%	0%	-0.7%
COc1ccc(S(=O)(=O)Nc2cccc(F)c2)cc1C	-8%	-12%	0%	6%	-3%	-3%	0	-1%	0%	5%	0.1%
CC/C(=C/c1sc2ccc(C)cc2[n+]1CCCS(=O)(=O)[O-])SC	-6%	3%	17%	13%	-5%	6%	-3	-2%	3%	2%	-0.3%
CC(=O)Nc1ccc(S(=O)(=O)Nc2nc3ccc(C)cc3s2)cc1	-6%	0%	-3%	6%	11%	-1%	-6	-3%	-3%	4%	-0.4%
COCCOC(=O)c1sc(=S)n(CCOC)c1N	-17%	/	-26%	0%	7%	/	23	13%	11%	5%	?
CCN(CC)S(=O)(=O)c1ccc(Cl)c(NC(=O)COc2ccc(OC)cc2[N+](=O)[O-])c1	0%	-3%	-1%	15%	3%	-1%[46.1 µM]	-3	5%	0%	-6%	-0.4%
CC1Cc2ccccc2N1C(=O)COC(=O)Cc1ccc(F)cc1 (configuration not stated)	-1%	1%	-5%	-2%	4%	-1%	19	-2%	-1%	7%	-0.2%
c1ccc2c(c1)ncn2CCCCOc1ccc2c(c1)CCC2	1%	-25%	-3%	?	-32%	2%	-17	-5%	-13%	-5%	-0.7%
COc1ccc(NC(=O)c2sc(N)nc2-c2ccccc2)cc1	-7%	13µM*	3%	-3%	-2%	-4%	-1	12%	2%	-20%	0.0%
COc1ccc2cc(C3CC(c4ccco4)=NN3S(=O)(=O)c3ccccc3)c(Cl)nc2c1 (configuration not stated)	0%	-7%	2%	-23%	6%	2%[46.1 µM]	-7	2%	-6%	14%	-1.0%
Cc1cc2[nH]c(=O)c(=O)[nH]c2cc1S(=O)(=O)Nc1ccccc1F	-3%	-1%	1%	13%	-2%	-2%	10	-14%	-2%	-3%	-0.6%
Cc1ccc(-c2c(C(=O)NC(C)C)oc(=O)c3ccccc23)cc1	-5%	10%	1%	5%	0%	6%	1	-6%	-5%	15%	0.1%
COc1ccc(C2N3CC4(C)CN2CC(C)(C3)C4O)cc1 (configuration not stated)	1%	-1%	2%	15%	5%	6%[46.1 µM]	19	8%	5%	-3%	-0.5%
O=C(Oc1cccnc1)c1cc(S(=O)(=O)N2CCOCC2)ccc1Cl	-9%	3%	-8%	8%	-4%	-2%	13	1%	1%	-2%	0.0%
COCCn1cnc2c(c1=O)c1nc3ccccc3nc1n2/N=C/c1cccc(OC)c1	-5%	9%	2%	21µM*	4%	-2%	-23	-5%	3%	14%	-0.4%
CCCn1c(=O)[nH]c(=O)c2c1nc(-c1ccc(OC(F)F)c(OC)c1)n2CCOC	-7%	?	1%	?	-7%	-3%	-4	5%	-1%	-3%	-0.1%
Cc1cccc(S(=O)(=O)c2c(C)cc(C)nc2Cl)c1	1%	-3%	1%	-3%	12%	3%	-4	-8%	1%	1%	-0.4%
COC(=O)c1ccccc1S(=O)(=O)N1CCC(C(=O)NCC2CCCO2)CC1 (configuration not stated)	0%	-8%	0%	4%	7%	-4%	4	-1%	1%	-2%	-0.4%
COc1ccc(N2CCN(C(CNS(=O)(=O)c3cc(F)ccc3F)c3cccnc3)CC2)cc1 (configuration not stated)	-1%	5%	6%	-1%	-15%	-4%	-10	-9%	-1%	2%	-0.7%
CCCNC(=O)COC(=O)c1ccc(OCC(=O)Nc2ccccc2OC)c(OC)c1	-8%	15%	0%	3%	-21%	-4%	20	0%	-3%	0%	-0.4%
Cc1nnc(SCC(=O)NCc2ccco2)n1-c1ccccc1	-3%	?	-3%	9%	2%	-1%	3	2%	2%	-2%	-1.1%
CN(C)/C=N/C1=C(C#N)C(c2cccs2)c2ccc3ccccc3c2O1 (configuration not stated)	-3%	-8%	7%	?	8%	2%	-6	-8%	10%	12%	0.2%
CCCOC(=O)Nc1sc2c(c1C(N)=O)CCCC2	0%	?	-1%	18%	-1%	1%	5	4%	0%	13%	0.2%
O=C(CSc1nc2ccccc2n1Cc1ccccc1)N/N=C/c1ccco1	-2%	?	3%	-8%	4%	-4%	0	/	0%	-5%	0.0%
O=C(NC(=S)Nc1ccc(N2CCCCC2)cc1)c1ccc2c(c1)OCCO2	-2%	-9%	-6%	?	5%	3%[46.1 µM]	-22	3%	1%	0%	-0.5%
Cc1ccnc(NC(=O)CS(=O)(=O)c2ccccc2)c1	-1%	2%	1%	?	8%	3%	2	-2%	1%	3%	-0.3%
Cc1cccn2cc(-c3ccccc3)nc12	-3%	-3%	-5%	?	16%	6%	-5	-10%	3%	-20%	-0.2%
COc1ccccc1/C=C\C(=O)NCC(=O)N/N=C(/C)c1cccc([N+](=O)[O-])c1	-2%	?	11%	-12%	-4%	8%	-14	3%	4%	1%	0.4%
CCn1c(C)cc(/C=C2/NC(=O)N(CC(=O)Nc3cccc(C)c3)C2=O)c1C	-2%	?	1%	?	-11%	-13%[46.1 µM]	1	0%	3%	-3%	-1.4%
O=C(Cc1ccccc1)NN1C(=O)C2C3C=CC(C3)C2C1=O (configuration not stated)	-6%	0%	-10%	14%	-7%	6%	0	7%	0%	-1%	0.0%
CCCCCCCCCS(=O)(=O)Nc1cc(C)ccn1	-3%	1%	2%	7%	-1%	-1%[46.1 µM]	7	1%	-5%	-1%	-0.6%
O=C(O)c1ncn(Cc2ccc(Br)cc2)c1C(=O)O	-3%	0%	-13%	-6%	2%	4%	-3	1%	-3%	4%	0.2%
CCOc1ncccc1C(=O)N1CCCSC1=Nc1ccccc1OC	-1%	8%	3%	-6%	5%	6%	6	0%	1%	1%	0.2%
Cc1cccc(NC(=S)N(CCN(C)C)Cc2cccs2)c1	-5%	2%	-11%	4%	-15%	-5%	-1	4%	-1%	-1%	-0.4%
CCCC(O)(CCN1CCOCC1)c1ccc(Cl)cc1 (configuration not stated)	1%	-6%	3%	1%	?	2%	1	4%	-5%	-13%	0.3%
